BLM helicase inh: Bloom syndrome helicase (human) inhibition | recombinant BLM DNA unwinding, fluorescence dequenching | P54132 | AID 2528 | Potency, µM (top dose mostly 56.1 µM), for inactives: at the top dose activity change, negative = inhibition, hits mostly inhibitors | 350,000 tested, 0.2% active;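 further: potency means the concentration at half of the fitted maximal effect; plate controls were vehicle for no effect and no enzyme for full effect; nearly all actives have a fitted effect of over 35% in size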
Target sequence (P54132 whole entry, looked up): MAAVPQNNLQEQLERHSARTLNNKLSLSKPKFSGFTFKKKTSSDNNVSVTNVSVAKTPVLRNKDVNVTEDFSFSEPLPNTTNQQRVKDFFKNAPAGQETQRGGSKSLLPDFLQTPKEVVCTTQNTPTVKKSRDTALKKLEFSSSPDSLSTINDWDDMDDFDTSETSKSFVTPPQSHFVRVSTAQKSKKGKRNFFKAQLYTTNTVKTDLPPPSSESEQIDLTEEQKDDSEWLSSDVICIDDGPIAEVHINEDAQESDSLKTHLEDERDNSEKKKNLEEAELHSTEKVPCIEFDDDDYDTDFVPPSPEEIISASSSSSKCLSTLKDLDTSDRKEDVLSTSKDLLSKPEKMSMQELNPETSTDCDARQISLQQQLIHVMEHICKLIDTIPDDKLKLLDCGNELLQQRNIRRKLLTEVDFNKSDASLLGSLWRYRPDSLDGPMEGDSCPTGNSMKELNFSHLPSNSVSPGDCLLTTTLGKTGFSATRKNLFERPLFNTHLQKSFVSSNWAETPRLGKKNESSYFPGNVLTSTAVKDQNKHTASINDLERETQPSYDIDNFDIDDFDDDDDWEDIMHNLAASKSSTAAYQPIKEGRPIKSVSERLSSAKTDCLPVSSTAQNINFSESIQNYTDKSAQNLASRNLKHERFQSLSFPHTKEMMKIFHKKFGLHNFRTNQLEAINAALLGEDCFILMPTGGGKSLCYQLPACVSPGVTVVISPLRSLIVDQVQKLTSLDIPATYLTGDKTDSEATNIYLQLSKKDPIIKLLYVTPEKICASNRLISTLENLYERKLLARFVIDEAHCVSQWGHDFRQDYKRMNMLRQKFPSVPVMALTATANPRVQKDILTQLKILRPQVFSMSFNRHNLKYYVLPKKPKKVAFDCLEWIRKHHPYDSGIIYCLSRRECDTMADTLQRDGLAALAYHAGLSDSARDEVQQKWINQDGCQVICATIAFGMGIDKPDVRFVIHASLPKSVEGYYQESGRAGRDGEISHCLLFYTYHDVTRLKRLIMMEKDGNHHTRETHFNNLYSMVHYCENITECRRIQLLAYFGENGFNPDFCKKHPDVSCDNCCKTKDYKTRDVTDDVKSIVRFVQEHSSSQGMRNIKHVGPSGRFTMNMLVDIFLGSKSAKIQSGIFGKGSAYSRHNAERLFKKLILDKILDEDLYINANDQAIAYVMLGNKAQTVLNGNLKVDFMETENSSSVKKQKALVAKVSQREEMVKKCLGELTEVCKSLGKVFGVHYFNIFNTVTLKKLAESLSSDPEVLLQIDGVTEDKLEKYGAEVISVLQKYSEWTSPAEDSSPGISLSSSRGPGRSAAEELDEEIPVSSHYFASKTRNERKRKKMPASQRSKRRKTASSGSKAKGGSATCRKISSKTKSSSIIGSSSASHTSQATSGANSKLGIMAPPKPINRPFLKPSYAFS
POLK inh: inhibitors of human DNA polymerase kappa; Q9UBT6; purified Pol kappa, fluorescent DNA synthesis assay, 10 min; Potency, µM (highest dose often 107 µM), for the others: at the top dose activity, negative = inhibition, usual class: inhibitors; 400,000 tested, 0.53% active; AID 588579; further: potency means the concentration at half of the fitted maximal effect; on the % scale 0 is the no-effect control and ±100 the full control effect
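Kinetic fluorescence screen: compound preincubated 15 min RT with 10 nM enzyme; 50 nM substrate (final) initiates; reads at 0/10 min.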
Glioma ERSR ind: ER stress response induction in glioma; U87-MG GRP78 promoter luciferase reporter, 16 h; Potency, µM, for the others: at the top dose activation, most hits filed as activators; 420,000 tested, 0.02% active; AID 602332; further: potency means the concentration at half of the fitted maximal effect; series mostly up to about 76 µM; % of control where 0% means no effect; nearly all actives have a fitted effect of over 35% in size
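Stably transfected U87-MG glioma cells carrying a GRP78-based luciferase sensor; 16 h compound incubation. Luminescence end-point read 10 min after Bright-Glo addition at room temperature.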
Pol iota inh: inhibitors of human DNA polymerase iota. Pol iota fluorescent replication assay, 10 min. Potency, µM (highest dose often 115 µM), inactives show at the top dose activity, negative = inhibition, most hits filed as inhibitors. 390,000 tested, 1% active. AID 588590; further: potency means the concentration at half of the fitted maximal effect
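Fluorescent replication assay read twice, at 0 min and 10 min after adding 50 nM (final) substrate. Enzyme (10 nM) and compounds were first incubated 15 min at room temperature; enzyme-free buffer wells were negative controls.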
LDHA inh: inhibitors of human lactate dehydrogenase A | P00338 | purified LDHA, NADH/diaphorase-resazurin fluorescence; active compounds read low | activity change, % (values are at about 110 or 230 µM) | 480,000 tested, 0.15% active; in the data active means activity change below about -30%; inconclusive means mostly about -25% to -30%;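 further: plate controls were DMSO wells for no effect and wells without enzyme for full effect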
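Human LDH5 (2 nM) was incubated with 0.06 mM NADH and 0.2 mM pyruvate for 5 min at room temperature in Tris pH 7.4. Remaining NADH was coupled through diaphorase/resazurin, and resorufin fluorescence was read at 0 and 20 min.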
Pol eta inh: inhibitors of human DNA polymerase eta | recombinant Pol eta, fluorescent DNA replication assay | Potency, µM (series often up to 114 µM), inactives show at the top dose activity change, negative = inhibition, most hits filed as inhibitors | 390,000 tested, 1.2% active | AID 588591; further: potency means the concentration at half of the fitted maximal effect; on the % scale 0 is the no-effect control and ±100 the full control effect
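Pol eta at 10 nM preincubated with compounds 15 min at room temperature; reaction started with fluorescent substrate (50 nM final) and read kinetically at 0 and 10 min.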
APE1 inh: blocks human APE1 abasic DNA cleavage; recombinant APE1, TAMRA/BHQ-2 abasic DNA cleavage fluorescence; Potency, µM (top dose mostly 65.8 µM), for inactives: at the top dose activity change, negative = inhibition, actives largely listed as inhibitors; 350,000 tested, 0.35% active;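 further: potency means the concentration at half of the fitted maximal effect; plate controls were vehicle for no effect and reference inhibitor for full effect; nearly all actives have a fitted effect of over 55% in size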
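Substrate: short duplex with […] THF abasic site, 5'-TAMRA and 3'-BHQ-2, 50 nM final. APE1 at 0.75 nM, preincubated 15 min RT with compound. Fluorescence increase from first to third read measured activity.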
Anesthetic bind: binds horse apoferritin like a general anesthetic; P02791; apoferritin/1-aminoanthracene competitive binding, fluorescence; Potency, µM (top dose mostly 77.5 µM), for the others: at the top dose activity change, negative = displacement, actives largely listed as inhibitors; 350,000 tested, 0.074% active; AID 485281; further: potency means the concentration at half of the fitted maximal effect; on the % scale 0 is the no-effect control and ±100 the full control effect; nearly all actives have a fitted effect of over 20% in size
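Concentration-response curves derived by four-parameter Hill fitting of normalized fluorescence, where compounds displaced 1-AMA from 10 uM horse apoferritin following a brief 10 min room-temperature incubation; propofol titration acted as positive control.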
Pol beta inh: DNA polymerase beta (human) inhibition; 340,000 tested, 1.3% active; Pol beta primer extension/strand displacement, fluorescence kinetic; P06746; Potency, µM (doses to about 114 µM), inactives show at the top dose activity change, negative = inhibition, usual class: inhibitors; further: potency means the concentration at half of the fitted maximal effect; on the % scale 0 is the no-effect control and ±100 the full control effect
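Kinetic readout of DNA synthesis with strand displacement by Pol beta. Compound and 10 nM enzyme sit 15 min at room temperature; 50 nM substrate starts the reaction, read immediately and at 10 min.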
Starred values were filed as active, the others as inactive; ? = inconclusive; · = no result given; & = joins results of further samples; [ ] = another dose, or the depositor's remark. Unless noted, the call rests on the fitted dose curve; in most records, active means well fitted curve in the direction sought with a large enough effect; inconclusive means small, poorly fitted or top-dose-only effect, or another doubt; inactive means no such curve, though single readings can be large; an effect the other way counts as inactive or inconclusive. Not all compounds are listed; count on the stated rates, not on these rows.

Every second line gives: BLM helicase inh	POLK inh	Glioma ERSR ind	Pol iota inh	LDHA inh	Pol eta inh	APE1 inh	Anesthetic bind	Pol beta inh
O=C(Nc1ccc(F)cc1F)c1cc2ncc(Br)cn2n1
    -8%	·	·	·	·	·	-2%	-8%	-6%
CCN(CC)CCCNC(=O)C(C)n1c2ccccc2c2nc(=O)cc(C)n21 (stereo not given)
    -2%	-7%	-4%	-14%	-4	1%	3%	-3%	?
CC1=NN(C(N)=S)C(=O)C1N=Nc1ccccc1C(=O)O (stereo not given)
    -5%	-7%	-1%	-4%	1	-12%	61%[activator]	-16%	-1%
COc1ccc(-c2csc(NC3CCCCC3)n2)c(OC)c1
    -11%	-5%	2%	37%[activator]	-1	-27%	29%	-18%	-1%
CC(=O)c1ccc(N2CCN(C(=O)COc3ccccc3F)CC2)c(F)c1
    2%	-1%	-1%	17%	-1	-14%	4%	-2%	?
COc1ccccc1N1CCN(C(=O)C2CCN(C(=O)c3ccccc3C)CC2)CC1
    -2%	-2%	-4%	28%	6	-10%	14%	-5%	50%
COc1cccc(-c2nnc(SC(C(=O)c3c[nH]c4ccccc34)c3ccccc3)n2C)c1 (stereo not given)
    -4%	-5%	-4%	79%[activator]	-4	-24%	-6%	-2%	45%
O=C(N/N=C/c1ccc(N2CCOCC2)o1)c1cccc(C(F)(F)F)c1
    -3%	-11%	-3%	16%	24	-1%	4%	-22%	8%
Cc1cc(C)c2nc(C(F)(F)F)nc(NCCCN3CCCC3=O)c2c1
    -8%	-11%	-7%	1%	-12	-10%	-3%	-6%	3%
CCOC(=O)NC(=O)C(/C=N/c1sccc1C(=O)OC)=C(\C)O
    -1%	-11%	-3%	-19%	-2	-6%	3%	-7%	-16%
CCCCn1cnc2cc(NCc3ccncc3)ccc21
    -2%	0%	-6%	1%[58.9 µM]	11	8%	-2%	4%	2%
CCOC(=O)C1CCN(C(=O)CN2C(=O)COc3ccc(C(C)(C)C)cc32)CC1
    1%	-12%	-1%	7%	-1	-5%	0%	-15%	0%
Cc1ccc(Nc2nc(NCc3ccco3)c3ccccc3n2)cc1
    -30%	-2%	-7%	69%[activator]	-6&-7	-15%	0%	-21%	-16%
NNC(=O)c1ccc(N2CCCCCC2)c([N+](=O)[O-])c1
    -5%	-11%	-2%	142%[activator]	-4	-19%	-8%	-20%	-24%
Cc1oc2ncn(CC(C)C)c(=O)c2c1C(=O)Nc1ccc(Cl)cn1
    0%	-13%	-1%	1%	-5	-19%	·	-11%	-9%
CCc1ccc2c(c1)-c1ccccc1S(=O)(=O)N2CC(=O)N1CCC(C)CC1
    -7%	-8%	6%	-9%	-6	-2%	·	44%[activator]	-9%
CCOc1ccc(CC(=O)N/N=C(\C)c2cccnc2)cc1OCC
    -6%	-13%	-1%	26%	1	6%	24%	-8%	43%
COc1cc(S(=O)(=O)N2CC(=O)Nc3ccccc32)ccc1NC(C)=O
    -3%	-7%	4%	231%[activator]	-8	-13%	9%	-4%	1%
O=C(N=C1SC2CS(=O)(=O)CC2N1c1cccc(Cl)c1Cl)C1CCCO1 (stereo not given)
    1%	10%	2%	-3%	-1	-10%	15%	-8%	12%
COc1ccc(NC(=O)C2=C(C)NC(=O)NC2c2cccc(OC)c2OC)c(OC)c1 (stereo not given)
    0%	-16%	-3%	19%	3	-3%	6%	-4%	2%
COC(=O)c1c(C)[nH]c(C(=O)OCC(=O)N2c3ccccc3NC(=O)C2(C)C)c1C
    0%	-1%	-3%	17%	1	-10%	-5%	6%	6%
CC(=O)c1ccc(COC(=O)c2cc3ccccc3oc2=O)cc1
    -4%	10%	8%	38%[activator]	-2	-19%	-8%	-12%	8%
CC1CCC(=O)N(CCSc2ccccc2)CC1 (stereo not given)
    1%	-19%&-7%	-6%&-10%	11%&2%	-3	-12%	19%	-20%	-1%
Cc1ccc(-c2nnc3sc(C4COc5ccccc5O4)nn23)cc1 (stereo not given)
    -1%	-5%	-3%	-22%	5	-9%	0%	-18%	9%
Fc1ccc2nc(Nc3nc4cc5c(cc4s3)OCCO5)sc2c1
    2%	-8%	0%	4%	-6	-4%	-4%	294%[activator]	12%
CN(C)S(=O)(=O)c1cccc(C(=O)Nc2cc(Cl)cc(Cl)c2)c1
    -15%	-22%	-4%	6%	1	-5%	-2%	-12%	-8%
O=[N+]([O-])c1cccc2nc3ccccc3c(NCCCn3ccnc3[N+](=O)[O-])c12
    ·	-9%	-4%	?	-9	?	·	·	·
O=C1N=C(N2CCOCC2)S/C1=C\c1ccc(-c2ccccc2Cl)o1
    -1%	-2%	-3%	9%	4	3%	3%	-3%	-16%
Cc1cc(C(=O)COC(=O)c2ccc3c(c2)OCO3)c(C)n1CC1CCCO1 (stereo not given)
    -6%	6%	-4%	62%[activator]	-5	-22%	3%	-22%	1%
CCOC(=O)C1CCCN(C(=O)c2ccc(-n3ccc4ccccc43)s2)C1 (stereo not given)
    -9%	-9%	-4%	4%	-1	-13%	·	-19%	3%
COc1ccc(CN2CCN(C(=O)c3cc(C4CC4)nn3-c3ccccc3)CC2)cc1F
    ·	-8%	-1%	-21%	-1	-20%	40%	·	·
COc1cccc(N2[C@@H](CC(C)=O)c3ccc(/C=C/C(C)=O)cc3S2(=O)=O)c1
    ·	-4%&5%	-12%&-11%	20µM*	2	?	·	·	·
COc1ccc(CCN2C(=O)c3[nH]nc(-c4ccccc4O)c3C2c2ccccc2)cc1 (stereo not given)
    -6%	-17%	-8%	-3%	-8	-4%	·	-9%	?
CCCC(=O)Nc1cc(C)cn(Cc2c(F)cccc2Cl)c1=O
    0%	-3%	1%	92%[activator]	-12	-1%	-6%	-19%	8%
C=CCSc1n[nH]c(=O)n1-c1cccc(C(F)(F)F)c1
    -2%	7%	-5%	104%[activator]	0	-13%	6%	-11%	5%
O=C(/C=C/c1ccc(O)c(O)c1)OC1C(O)CC(OC(=O)/C=C/c2ccc(O)c(O)c2)(C(=O)O)CC1O (stereo not given)
    6%	?	-3%	5µM*	13	?	?	2%	1.4µM*
Cc1cccc(-n2nc3c(c2NC(=O)C2CC2)CS(=O)(=O)C3)c1C
    -1%	-16%	-4%	-17%	-15	-17%	-2%	9%	49%
O=c1oc2ccccc2c2[nH]ccc12
    -8%	-13%	8%	11%	-10	8%	1%	-7%	0%
O=C(C1CC1)N1N=C(c2ccccc2)CC1(O)C(F)(F)F (stereo not given)
    -3%	-4%	0%	-10%	-2	-12%	9%	5%	-21%
CCn1c(N)c(Br)c(=O)[nH]c1=O
    -3%	-15%	-2%	-3%	-12	3%	19%	2%	?
COC(=O)c1ccc(CSc2nc(N)cc(N)n2)cc1
    -3%	-6%	2%	14%[58.9 µM]	-8	-15%	21%	-14%	4%
Nc1nc(NCc2ccc(Cl)cc2)nc(NCCO)c1[N+](=O)[O-]
    -1%	-9%	-3%	47%[activator]	-7	5%	-2%	4%	22%
O=C(CCc1nc2cccnc2n1Cc1cccs1)Nc1cccc(C(F)(F)F)c1
    -12%	-4%	-6%	-4%	5	-1%	·	-17%	29%
COc1ccccc1C1CC(c2cccc(NS(C)(=O)=O)c2)=NN1S(=O)(=O)c1ccccc1 (stereo not given)
    -9%	-2%	-1%	6%	0	-20%	-11%	-9%	?
Cc1cc(/C=C2/C(=O)N(C)C(=S)N2C)ccc1N1CCCC1
    -7%	-5%	7%	0%	0	-25%	6%	-23%	33%[activator]
CN1C(=O)N(CC(=O)N2CCN(S(=O)(=O)/C=C/c3ccccc3)CC2)C(=O)C12CCCCC2
    ·	4%	2%	9%	0	-19%	14%	·	·
CCS(=O)(=O)NCCCc1ccccc1
    2%	9%	1%	-7%	-1	-10%	4%	-7%	5%
Cc1cc(C)c(S(=O)(=O)N2CCCC(C(=O)NCCC3=CCCCC3)C2)c(C)c1 (stereo not given)
    -10%	-8%	-3%	1%[58.9 µM]	-8	-18%	4%	-7%	2%
O=c1[nH]c(=O)c2nc(Br)n(C3OC(CO)C(O)C3O)c2[nH]1 (stereo not given)
    0%	0%[60.1 µM]	-4%	·	·	·	5%	2%	·
Cc1ccc(S(=O)(=O)Nn2c(O)c(C=C3N=c4ccccc4=N3)sc2=S)cc1
    -6%	-26%	7%	?	-5	-7%	?	-15%	-20%
COCCN(CCOC)C(=O)CN1C(=O)NC(Cc2c[nH]c3ccccc23)C1=O (stereo not given)
    1%	1%	-2%	5%	-5	-8%	7%	7%	29%
COc1ccccc1NC(=O)c1cnc(SCC(=O)N2CCOCC2)n(C)c1=O
    -2%	-4%[60.1 µM]	0%	12%	-4	?	·	-3%	4%
CCOC(=O)Cc1nnc(NC(=O)CSc2nncn2C)s1
    -1%	-2%[60.1 µM]	-3%	-18%	-6	8%	-1%	-10%	22%

4 of these compounds in a different format.
COc1cccc(N2[C@@H](CC(C)=O)c3ccc(/C=C/C(C)=O)cc3S2(=O)=O)c1
  BLM helicase inh = ·; POLK inh = -4%&5%; Glioma ERSR ind = -12%&-11%; Pol iota inh = 20µM*; LDHA inh = 2; Pol eta inh = ?; APE1 inh = ·; Anesthetic bind = ·; Pol beta inh = ·

COc1ccc(CCN2C(=O)c3[nH]nc(-c4ccccc4O)c3C2c2ccccc2)cc1 (stereo not given)
  BLM helicase inh = -6%; POLK inh = -17%; Glioma ERSR ind = -8%; Pol iota inh = -3%; LDHA inh = -8; Pol eta inh = -4%; APE1 inh = ·; Anesthetic bind = -9%; Pol beta inh = ?

CCCC(=O)Nc1cc(C)cn(Cc2c(F)cccc2Cl)c1=O
  BLM helicase inh = 0%; POLK inh = -3%; Glioma ERSR ind = 1%; Pol iota inh = 92%[activator]; LDHA inh = -12; Pol eta inh = -1%; APE1 inh = -6%; Anesthetic bind = -19%; Pol beta inh = 8%

C=CCSc1n[nH]c(=O)n1-c1cccc(C(F)(F)F)c1
  BLM helicase inh = -2%; POLK inh = 7%; Glioma ERSR ind = -5%; Pol iota inh = 104%[activator]; LDHA inh = 0; Pol eta inh = -13%; APE1 inh = 6%; Anesthetic bind = -11%; Pol beta inh = 5%

Screens as filed in PubChem.
